# STAT3 activator: increases IL-6 driven STAT3 reporter signal | U3A cells, IL-6 STAT3-luciferase reporter, luminescence; 100% = signal with IL-6 EC80 alone | activation (% of control), % at 5.6 µM | hit rate 0.91% among 190,000;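 active = activation above the screen-wide mean of compound activation plus 3 SD, cut at about 130% in these data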;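 also: 0% = background luminescence of wells with medium and substrate only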
#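 Material: STAT1-lacking human U3A cells, STAT3 luciferase reporter | Benchmarks: IL-6-only wells as 100% reference | Probe or stimulus: IL-6 (33 ng/mL) | Timing: Compound 1 h, then IL-6 6 h at 37 °C | Detection: Luminescence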
# RAM inhibit: inhibitors of the yeast RAM network; S. cerevisiae dse1pr::URA3 reporter, 5-FOA growth OD615, 2 d; analog-sensitive cbk1-as2 kinase mutant strain; inhibition, % at 50 µM; hit rate 1.8% among 190,000;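 active = inhibition above a set limit, 3 SD over mean compound inhibition, cut at about 8.4% in these data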;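 also: 0% = DMSO-only wells with no growth and 100% = 10 µM 1-NA-PP1 full growth; inhibition rescues growth on 5-FOA so higher OD means more RAM inhibition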
# STAT1 activator: activators of IFN-gamma induced STAT1 signaling | NIH 3T3 STAT1-luciferase reporter, luminescence; 100% = IFN-gamma alone, no compound | activation (% of control), % at 5.5 µM | hit rate 2.6% among 200,000 | AID 932;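 active = activation above the screen-wide mean activation plus 3 SD, cut at about 130% in these data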;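 also: raw ratio to IFN-gamma control signal so 100% means no change and 0% no light; values of inactives mirror those of a sister screen read the other way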
# APP 5UTR inh: APP translation inhibition; inhibition, % at 2 µM; SH-SY5Y APP 5'UTR-luciferase reporter, luminescence; hit rate 0.82% among 190,000;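 active = inhibition above a set limit, derived from the sample mean plus 3 SD, cut at about 45% in these data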; also: values of inactives mirror those of a sister screen read the other way
# NF-kB expr up: compounds increasing NF-kB expression in human neuronal cells; NF-kB reporter expression; hits give high values; fold change at 12.5 µM; hit rate 1.6% among 190,000; AID 1239; in the data active = fold change above about 3.3
# STAT3 blocker: STAT3 signaling inhibition; U3A cells, IL-6 STAT3-luciferase reporter, luminescence; host cell line lacks STAT1; inhibition, % at 5.5 µM; hit rate 0.89% among 190,000; AID 862;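 active = inhibition above the mean inhibition across all screened compounds plus 3 SD, cut at about 44% in these data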;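 also: 0% = DMSO only wells and 100% = 100 µM nifuroxazide control wells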
# Hsp70 act: transcriptional activators of Hsp70. hit rate 0.04% among 200,000. HeLa Hsp70 promoter luciferase reporter, luminescence; scaled: vehicle 0, proteasome-inhibitor control 100%. activation, % at 10 µM;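 active = activation above the mean across all tested compounds plus 3 SD, cutoff set per campaign, cut at about 5.5% in these data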;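 also: 100% = MG132 at 30 µM as the positive control and 0% = DMSO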
# FLuc inh counter: inhibits firefly luciferase, flagging false hits in luciferase inhibition screens; hit rate 1.5% among 200,000; P08659; ATPLite firefly luciferase biochemical luminescence, 10 min; AID 1006; inhibition, % at 10 µM;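 active = inhibition above about 50% when tested at 10 µM, limit read from the data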
# Target sequence (P08659 whole entry, looked up): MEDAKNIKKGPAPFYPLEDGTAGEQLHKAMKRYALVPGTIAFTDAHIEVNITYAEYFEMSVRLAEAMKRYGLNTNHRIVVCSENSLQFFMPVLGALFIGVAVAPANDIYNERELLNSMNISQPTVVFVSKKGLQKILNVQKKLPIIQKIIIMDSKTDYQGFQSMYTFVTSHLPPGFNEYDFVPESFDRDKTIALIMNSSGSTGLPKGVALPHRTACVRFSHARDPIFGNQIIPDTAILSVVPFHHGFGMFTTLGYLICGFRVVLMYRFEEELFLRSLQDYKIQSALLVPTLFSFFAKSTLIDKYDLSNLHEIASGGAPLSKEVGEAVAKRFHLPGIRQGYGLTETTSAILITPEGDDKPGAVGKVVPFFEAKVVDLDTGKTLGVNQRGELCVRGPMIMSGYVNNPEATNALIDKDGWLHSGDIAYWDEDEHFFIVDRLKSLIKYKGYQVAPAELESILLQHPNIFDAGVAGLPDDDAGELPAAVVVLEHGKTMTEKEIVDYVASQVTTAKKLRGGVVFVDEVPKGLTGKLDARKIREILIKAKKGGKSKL
# STAT1 inh: reduces IFN-gamma driven STAT1 reporter signal. NIH 3T3 STAT1-luciferase reporter, luminescence. inhibition, % at 5.5 µM. hit rate 0.35% among 200,000. AID 920;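 active = inhibition above a set limit, the mean inhibition across all tested compounds plus 3 SD, cut at about 34% in these data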;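 also: 0% = IFN-gamma with DMSO and 100% = IFN-gamma with 300 µM nifuroxazide; values of inactives mirror those of a sister screen read the other way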
# APP 5'UTR act: activates APP 5'UTR luciferase reporter | SH-SY5Y APP 5'UTR luciferase reporter, luminescence; zero percent = DMSO vehicle wells | activation, % at 2 µM | hit rate 1% among 190,000 | AID 1276;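 active = activation above a set limit, based on mean plus 3 SD of controls, cut at about 140% in these data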; also: values of inactives mirror those of a sister screen read the other way
# Starred values were filed as active, the others as inactive; / = no result given.
# Every second line gives: STAT3 blocker	FLuc inh counter	Hsp70 act	APP 5UTR inh	STAT1 inh	STAT1 activator	RAM inhibit	STAT3 activator	APP 5'UTR act	NF-kB expr up
- COc1ccc(N2C(=O)CC(N3CCC(C(N)=O)CC3)C2=O)cc1 (stereo unspecified)
 : 4	-10	-0.5	-17	5	95	1.4	99	17	1
- CCCCc1cc(=O)oc2c(CN3CCCC3)c(O)ccc12
 : -6	-1	-0.2	0	-4	103	0.4	107	0	1.2
- COc1ccc(/C=N/NC(=O)c2nc(-c3ccccc3)n(-c3ccccc3)n2)c(O)c1
 : -5	-3	0.0	49*	8	93	5.3	104	-49	1.1
- CC1CCCCN1c1ncnc(N)c1[N+](=O)[O-] (stereo unspecified)
 : 12	-3	-0.3	0	7	93	0.7	94	0	1.1
- CC(C)C(=O)Nc1ccc(N2CCN(S(C)(=O)=O)CC2)cc1
 : 2	-3	-0.2	1	-8	107	1.4	102	-1	1.2
- Cc1ccc(Nc2cc(=O)n(C3CCCCC3)c(=O)[nH]2)cc1C
 : 12	-4	-0.2	7	-4	104	2.8	92	-7	1.2
- Cc1sc2nc(CN(Cc3ccccc3)C(=O)NC3CCCCC3)[nH]c(=O)c2c1C
 : 7	/	-0.2	11	3	97	/	95	-11	/
- CCC(C)NCCCCOc1cc(C)cc(C(C)C)c1 (stereo unspecified)
 : -3	-1	0.1	0	2	99	1.2	101	0	1.1
- O=C(Cc1ccc(Br)cc1)Nc1cccc(-c2cn3c(n2)SCC3)c1
 : 28	-2	-0.5	22	-1	103	1.2	79	-22	0.99
- CN(C)NC1CC(=O)N(c2ccccc2)C1=O (stereo unspecified)
 : 4	0	0.0	22	-7	105	-0.1	98	-22	1.4
- O=C(CN(Cc1ccco1)C(=O)CNS(=O)(=O)c1ccccc1)NCc1ccc(F)cc1
 : 2	-8	-0.2	-3	-5	105	4.1	102	3	1.1
- O=C(CSc1ccc(-c2cccs2)nn1)Nc1ccccc1
 : 22	9	-0.3	9	-2	103	3.0	85	-9	1.3
- COc1ccc(NC(=O)c2ccccc2NC(=O)CSc2ccc(C)cc2)cc1
 : 5	3	-0.1	1	-9	108	1.0	102	-1	1.1
- O=C(COc1ccc2ccccc2c1)NCCNC(=O)COc1ccc2ccccc2c1
 : -10	-1	-0.3	-16	-3	102	4.2	108	16	1.1
- O=C(CNC(=O)Cc1ccccc1)NCC(=O)OCC(=O)c1ccc(Cl)cc1
 : -1	-4	-0.2	4	0	100	4.1	106	-4	0.96
- CC(C)(C)NC(=O)COC(=O)/C=C/c1ccccc1[N+](=O)[O-]
 : -9	-4	-0.3	1	11	90	1.2	106	-1	1.2
- Cc1ccc(OCC(=O)c2cc(C)n(C3CC3)c2C)c([N+](=O)[O-])n1
 : 12	-3	0.0	-5	-4	104	0.5	89	5	0.58
- CCOc1cc2[nH]c(=S)n(CCCC(=O)NCc3ccco3)c(=O)c2cc1OCC
 : 1	-12	-0.3	-18	2	98	3.2	99	18	1.1
- CN(C)C(=O)c1nc2ccccc2s1
 : 12	-3	-0.1	-8	-4	103	1.9	97	8	0.86
- COc1ccc(C(=O)NC(=S)Nc2cccnc2)cc1OC
 : 7	-1	-0.4	-9	1	97	0.1	96	9	1.1
- CCOc1ccccc1CN(Cc1ccco1)S(=O)(=O)c1ccc(-n2cnnn2)c(OC)c1
 : 9	0	-0.1	8	5	95	7.2	97	-8	0.99
- O=C(Nc1nc(-c2ccccc2)c(-c2ccccc2)s1)c1ccc(S(=O)(=O)N2CCCCC2)cc1
 : -4	-3	0.1	-2	5	96	6.9	104	2	1.7
- CNC(=O)/C(=C\C=C\c1ccccc1)NC(=O)c1ccc([N+](=O)[O-])cc1
 : 10	3	-0.1	-18	1	99	1.2	97	18	0.84
- CCOc1ccc(N(CC(=O)Nc2nccs2)S(=O)(=O)c2c(C)noc2C)cc1
 : 10	-7	-0.1	-1	5	96	2.5	99	1	1
- Oc1sc(C=Nc2ccccc2)c2ccccc12
 : -31	10	-0.2	-153	-74	166*	0.2	128	153*	8.1*
- O=C(NCc1cccnc1)C1CCN(C(=O)c2ccc(Cl)cc2Cl)CC1
 : -1	-7	-0.3	5	-2	102	0.9	102	-5	1.1
- O=C(N/N=C/c1ccc(F)c(F)c1)c1cc2c(s1)-c1ccccc1CC2
 : 28	-6	-0.4	7	2	98	3.0	82	-7	0.81
- CCC(=O)c1ccc(N2CCN(C(=O)c3ccc(F)cc3)CC2)c(F)c1
 : 11	-7	0.5	-4	12	89	1.5	98	4	1
- CCc1ccc(N2CC(C(=O)Nc3ccccc3F)CC2=O)cc1 (stereo unspecified)
 : 2	-10	-0.3	-10	-6	105	1.1	103	10	1.6
- Cc1ccc2cc(CN(C(=O)C3CCCO3)C3CCCCC3)c(=O)[nH]c2c1 (stereo unspecified)
 : -6	-10	-0.2	2	6	95	1.0	109	-2	1.4
- CCNC(=O)CC1SC(=Nc2cccc(Cl)c2C)N(C)C1=O (stereo unspecified)
 : -2	-4	0.1	9	3	97	0.0	104	-9	0.91
- Cc1ccccc1NC(=O)c1cn(-c2ccccc2)nc1-c1ccccc1
 : 1	-2	-0.5	/	-1	101	2.2	99	/	0.95
- FC(F)(F)c1cc(-c2ccco2)nc(N2CCOCC2)n1
 : -8	-6	-0.1	-4	3	100	2.5	110	4	0.91
- COc1ccc(NC(=O)CN2CCN(C(=O)c3ccco3)CC2)c(OC)c1
 : 0	-6	-0.3	-2	-10	110	-0.8	104	3	1.1
- O=C(Cn1cnc2c(nnn2Cc2ccccc2F)c1=O)NCc1ccco1
 : 3	3	-0.3	3	5	95	4.5	100	-3	0.99
- COc1ccc(CCNC(=O)/C(C#N)=C/c2cccc(OCc3ccccc3)c2)cc1OC
 : 14	-9	0.1	-17	-3	103	14*	90	17	0.7
- CC12CC3(C)CC(C)(C1)CC(C(=O)NC(=S)NC(C)(C)C)(C2)C3
 : -6	10	-0.5	11	5	96	5.3	106	-11	0.88
- C[C@@H](C(=O)NCc1ccccc1)N1C(=O)C2CC=CCC2C1=O (stereo partly specified)
 : 8	0	-0.1	-4	0	100	1.5	98	4	1.1
- CCN1C(=O)CC(C(=O)NC)SC1=Nc1cc(Cl)c(O)c(Cl)c1 (stereo unspecified)
 : 6	-6	-0.3	14	0	100	1.8	103	-14	1
- COc1cccc(C(=O)NC2CCN(CC(=O)Nc3nccs3)CC2)c1
 : 4	-6	-0.2	-14	-2	102	0.3	100	13	1.1

# An excerpt from above in order of the Hsp70 act value, falling:
SMILES,Hsp70 act
CCC(=O)c1ccc(N2CCN(C(=O)c3ccc(F)cc3)CC2)c(F)c1,0.5
COc1ccc(CCNC(=O)/C(C#N)=C/c2cccc(OCc3ccccc3)c2)cc1OC,0.1
CCc1ccc(N2CC(C(=O)Nc3ccccc3F)CC2=O)cc1 (stereo unspecified),-0.3

# Other records follow.
# Every second line gives: STAT3 blocker	FLuc inh counter	Hsp70 act	APP 5UTR inh	STAT1 inh	STAT1 activator	RAM inhibit	STAT3 activator	APP 5'UTR act	NF-kB expr up
- CN(C)CCNC(=O)C(C(=O)c1ccccc1)n1ccccc1=O (stereo unspecified)
 : 4	-8	-0.2	6	-4	104	0.4	99	-6	1.1
- CC1CCN(C(=S)c2ccc3c(c2)OCO3)CC1
 : 11	-5	-0.5	/	0	100	0.3	97	/	1.5
- Cc1ccc(CN2CCNC(=O)C2CC(=O)N(C)C2CCCCC2)o1 (stereo unspecified)
 : 8	-10	0.0	-4	1	98	1.4	95	4	1.2
- CCOC(=O)C1CCCN(c2c(NCCN(CC)c3ccccc3)c(=O)c2=O)C1 (stereo unspecified)
 : -9	-2	-0.5	-8	3	98	1.0	112	8	0.94
- Cc1ccccc1NCc1nnc2n1CCCCC2
 : 3	-3	-0.1	-2	-13	111	0.2	105	2	1
- CC(C)Cc1cc(C(=O)Nc2sc3c(c2C#N)CCCC3)no1
 : -3	-2	-0.2	-4	-6	107	9.9*	103	4	0.99
- CSc1nnc2c3ccccc3c3ccccc3c2n1
 : -78	-2	-0.2	-2	13	88	13*	162*	1	1.1
- Cc1ccc(NC(=O)CSCC(=O)Nc2ccc(N3CCOCC3)c(Cl)c2)cc1
 : -8	10	0.0	0	-3	103	0.3	111	0	1.2
- Cc1cc(C)n(-c2ccc(C(=O)Nc3ccccc3N3CCOCC3)cc2)n1
 : 15	-8	-0.4	-13	-4	104	1.6	92	13	0.63
- O=C(O)C(NS(=O)(=O)c1ccc(F)cc1)c1ccccc1 (stereo unspecified)
 : 21	-6	0.0	20	-2	101	2.5	87	-20	1.2
- Cc1cc(C)c(C(=O)/C=C/c2ccc(C(C)C)cc2)c(=O)[nH]1
 : 11	8	-0.6	10	5	95	1.0	96	-10	1.1
- CCCCCC(=O)NC(=S)Nc1ccccc1C(=O)OC
 : 2	-10	0.0	72*	1	99	-0.7	101	-71	1
- CCC(CC)c1nnc(NC(=O)Oc2ccccc2)s1
 : 6	1	-0.1	13	0	100	0.5	98	-13	1.2
- CCC(=O)N1CCNC(=O)C1CC(=O)Nc1ccc(C)c(Cl)c1 (stereo unspecified)
 : 8	-2	-0.2	9	-1	99	-0.1	95	-9	1
- COc1ccc(NC(=S)N2CCN(C/C=C/c3ccccc3)CC2)c(OC)c1
 : 11	-8	-0.2	-6	-5	105	1.8	99	6	0.3
- CCOc1ccc(C(C)=O)cc1COC(=O)C1=COCCO1
 : 3	-3	-0.1	3	-4	104	1.8	103	-3	0.92
- C=CCn1c(C)cc(C(=O)Cn2nc(C(=O)O)c3ccccc3c2=O)c1C
 : 11	92*	0.0	-105	-27	124	2.2	92	105	0.92
- COc1ccc(-c2cc(C(=O)NCCN3CCOCC3)c3ccccc3n2)c(OC)c1
 : 1	-8	0.0	13	-1	100	2.3	99	-13	1.1
- O=C(CC(C(=O)O)c1c[nH]c2ccccc12)c1ccccc1 (stereo unspecified)
 : -34	-5	0.1	3	-4	103	-0.3	136*	-3	1.1
- COc1cccc(-c2cc3nc4c(c(N5CCC6(CC5)OCCO6)n3n2)CCCC4)c1
 : 3	-2	0.1	-36	-11	110	-2.1	101	36	0.32
- CC(C)(O)c1cc(=O)sc2nc3ccccc3n12
 : -8	47	-0.1	-78	-41	134*	0.5	109	78	3.6*
- O=C1c2cccc3c(N4CCCCC4)ccc(c23)C(=O)N1c1cccc(O)c1
 : 2	-8	0.0	-24	-32	130*	3.9	100	25	2
- Cc1cccc(Nc2nc(N)c([N+](=O)[O-])c(N3CCC(C)CC3)n2)c1
 : 1	-4	-0.3	-31	-9	108	0.1	100	31	0.98
- CC1=C(C(=O)NC2CCCC(C)C2C)C2(CCCCC2)OC1=O (stereo unspecified)
 : 1	0	-0.1	-2	1	99	3.9	104	2	1.1
- Cc1c(Br)c(=O)[nH]c(=O)n1COCc1ccccc1
 : 12	-3	-0.4	0	1	99	0.5	93	0	1.2
- CCCn1c(=O)c2ccccc2n2c(SCC(=O)c3ccc(CC)cc3)nnc12
 : 9	-7	-0.3	2	6	95	0.0	95	-2	1.3
- CC(=O)c1ccc(N2CCN(C(=O)/C=C/c3ccc(S(=O)(=O)NCc4ccco4)cc3)CC2)cc1
 : 29	-4	-0.4	-3	24	77	1.2	78	3	0.56
- Cc1[nH]c2ccccc2c1C(=O)CSc1ccc(F)cc1
 : 8	-1	0.2	-7	-13	115	5.5	92	7	0.87
- Cc1[nH]n2c(=O)c3c(nc2c1-c1ccccc1)CCC3
 : 17	-8	-0.2	-18	0	100	1.0	88	18	1.2

# Not a hit list; about 7.7% have a hit in one of these screens.
